Compound activity: PubChem BioAssay, Johns Hopkins Ion Channel Center
CHT block: inhibitors of human choline transporter CHT | CHT-expressing cells, membrane potential dye, choline response; active compounds read low | B-score at 10 µM | 310,000 compounds, 0.86% hits | Q9GZV3;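 active = B-score over 3 SD under the library average, and starting fluorescence ratio not unusually high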;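 also: choline stimulus applied at its EC90 after an EC20 pre-addition; B-score computed on integrated fluorescence ratio after choline addition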
Target sequence (Q9GZV3 whole entry, looked up): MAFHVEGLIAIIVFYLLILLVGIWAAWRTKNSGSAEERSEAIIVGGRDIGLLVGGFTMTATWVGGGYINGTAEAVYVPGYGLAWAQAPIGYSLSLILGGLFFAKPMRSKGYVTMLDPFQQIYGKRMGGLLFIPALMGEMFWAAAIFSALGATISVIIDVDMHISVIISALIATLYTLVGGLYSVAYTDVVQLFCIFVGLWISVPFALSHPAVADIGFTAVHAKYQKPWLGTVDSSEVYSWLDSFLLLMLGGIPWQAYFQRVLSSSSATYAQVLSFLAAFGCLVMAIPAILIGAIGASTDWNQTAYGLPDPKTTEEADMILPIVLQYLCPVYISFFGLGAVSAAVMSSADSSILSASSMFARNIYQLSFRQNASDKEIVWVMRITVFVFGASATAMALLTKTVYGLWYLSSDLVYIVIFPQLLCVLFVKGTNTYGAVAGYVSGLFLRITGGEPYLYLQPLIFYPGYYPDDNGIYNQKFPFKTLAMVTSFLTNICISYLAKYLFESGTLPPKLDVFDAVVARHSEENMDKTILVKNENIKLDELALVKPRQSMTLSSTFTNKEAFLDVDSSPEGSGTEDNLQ
CHT allo act: allosterically activates the human high affinity choline transporter; Q9GZV3; CHT-expressing cells, membrane potential dye, choline EC20; active compounds read high; LV-AA mutant CHT in HEK293 cells; B-score at 10 µM; 310,000 compounds, 0.49% hits;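 active = initial fluorescence not abnormally high and integrated response B-score, plate-corrected, over 3 SD above library mean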
* = called active by the depositor.

The opening two entries, ahead of the listing:
Results for CCCOc1ccc2oc(=O)c3c(c2c1)CCCN3C(=O)CN1CCN(C(=O)c2ccco2)CC1 ?
CHT block: inactive; CHT allo act: inactive

What do the screens show for `Cc1ccc(Nc2nnc(SCc3ccccc3)s2)cc1`?
CHT block: inactive; CHT allo act: inactive

Results, from the start:
Results for CCCOc1ccc2oc(=O)c3c(c2c1)CCCN3C(=O)CN1CCN(C(=O)c2ccco2)CC1 ?
CHT block: inactive; CHT allo act: inactive

What do the screens show for `Cc1ccc(Nc2nnc(SCc3ccccc3)s2)cc1`?
CHT block: inactive; CHT allo act: inactive

Results for COc1ccc(C(CC(=O)Nc2ncccc2C)N2Cc3ccccc3C2=O)cc1OC (centres undefined) ?
CHT block: inactive; CHT allo act: inactive

How did CCc1nnc(NC(=O)CSc2nc3ccccc3s2)s1 do in these assays?
CHT block: inactive; CHT allo act: inactive

What do the screens show for `COc1ccc(N2CCN(CCCNC(=O)CCC(=O)N3CCOc4ccc(Cl)cc43)CC2)cc1`?
CHT block: inactive; CHT allo act: inactive

How did COc1cccc(OC)c1C(=O)NC(=S)Nc1ccc2oc(=O)ccc2c1 do in these assays?
CHT block: inactive; CHT allo act: inactive

What do the screens show for `COc1ccc(/C=C(\C#N)C(=O)c2cccn2C)cc1`?
CHT block: inactive; CHT allo act: inactive

How did O=C(COc1ccc(Cl)cc1)NN=C1CCCCCCC1 do in these assays?
CHT block: inactive; CHT allo act: inactive

What do the screens show for `C#CCOCCOCCOCCNc1nc(N2CCN(C(=O)CCCCCCCCCCNC(=O)[C@H]([C@@H](C)CC)n3cc(CCCCCN)nn3)CC2)nc(N2CCN(C(=O)CCCCCCCCCCNC(=O)[C@H](CO)n3cc(CCCCCN)nn3)CC2)n1`?
CHT block: inactive; CHT allo act: inactive

How did COc1ccccc1Cn1nnc2c(=O)[nH]c(C3CCN(C(=O)c4ccc(F)cc4)CC3)nc21 do in these assays?
CHT block: inactive; CHT allo act: inactive

What do the screens show for `CC(=O)Nc1ccc(NC(=O)C(C)OC(=O)/C=C/c2cnc3ccccc3n2)cc1` (centres undefined)?
CHT block: inactive; CHT allo act: inactive

How did Cc1noc(C)c1CSc1nnc(-c2c[nH]c3ccccc23)n1-c1ccc(Cl)cc1 do in these assays?
CHT block: inactive; CHT allo act: inactive

What do the screens show for `CCCNC(=O)c1ccc2c(c1)C1C3CCC(C3)C1C(c1ccccc1)N2` (centres undefined)?
CHT block: inactive; CHT allo act: inactive

Results for Cc1cc2nc(SCCOC(=O)Nc3ccc(Cl)cc3)nc(C)c2cc1C ?
CHT block: inactive; CHT allo act: inactive

How did CCOc1cc(NC(=S)NCc2ccco2)c(OCC)cc1NC(=O)CC(C)C do in these assays?
CHT block: inactive; CHT allo act: inactive

Results for CCCC(CCC(=O)OC)(C(=O)OCC)c1csc(N)n1 (centres undefined) ?
CHT block: inactive; CHT allo act: inactive

Results for CCCN(CCC)Cc1c(C(=O)N/N=C/C(C)=C\c2ccco2)nnn1-c1nonc1N ?
CHT block: -5.3*; CHT allo act: inactive

How did COC(=O)CSc1nc(-c2ccccc2)cc(-c2ccco2)c1C#N do in these assays?
CHT block: inactive; CHT allo act: inactive

Results for COc1ccc(S(=O)(=O)NCCSC(C)(C)C)cc1Cl ?
CHT block: inactive; CHT allo act: inactive

How did CCCCNC(=S)NNC(=O)c1csc(CC)c1 do in these assays?
CHT block: inactive; CHT allo act: inactive

Results for Cc1cccc(NC(=O)CSCC(=O)N=c2sccn2C)c1 ?
CHT block: inactive; CHT allo act: inactive

Results for CNCCCOc1cccc(Oc2ccccc2)c1 ?
CHT block: inactive; CHT allo act: inactive

Results for Cc1sc(NC(=O)C2CC(Cl)=CCC2C(=O)O)c(C#N)c1C (centres undefined) ?
CHT block: inactive; CHT allo act: inactive

How did CC(=O)c1cccc(NS(=O)(=O)c2ccc(N/C=C\C(=O)c3ccc(F)cc3)cc2)c1 do in these assays?
CHT block: inactive; CHT allo act: inactive

What do the screens show for `Cc1cc(C)nc(N2CCCC(C(=O)NCCc3cccc(F)c3)C2)n1` (centres undefined)?
CHT block: inactive; CHT allo act: inactive

How did COc1cc(O)c(CCC(=O)c2cc(OC)c(OC)c(OC)c2)c(OC)c1 do in these assays?
CHT block: inactive; CHT allo act: inactive

What do the screens show for `CCOC(=O)C1=C(C)Nc2nnnn2C1c1ccc(OC)c(Br)c1` (centres undefined)?
CHT block: inactive; CHT allo act: inactive

Results for CCOc1ccccc1C1N(c2ccc(F)cc2)C(=O)C2CCCN21 (centres undefined) ?
CHT block: inactive; CHT allo act: inactive

Results for CCOc1ccccc1C(=O)N1CCN=C1SC ?
CHT block: inactive; CHT allo act: inactive

Results for CN(C)c1ccc(C(C(=O)NCC2CCCO2)N(C(=O)c2snc(C(N)=O)c2N)c2ccccc2)cc1 (centres undefined) ?
CHT block: inactive; CHT allo act: inactive

How did O=C(Nc1ccc2[nH]c(=O)[nH]c2c1)c1ccc(Br)o1 do in these assays?
CHT block: inactive; CHT allo act: inactive

Results for O=C(Nc1ccc(F)c(Cl)c1)c1ccccc1 ?
CHT block: inactive; CHT allo act: inactive

Results for CC(=N\O)/C(CN(C)C)=N/O ?
CHT block: inactive; CHT allo act: inactive

What do the screens show for `Cc1ccsc1C1CC(=O)OC2=C1C(=O)CC(C)(C)C2` (centres undefined)?
CHT block: inactive; CHT allo act: inactive

What do the screens show for `CN(C)S(=O)(=O)c1ccc(NC(=O)C2CC(=O)N(Cc3ccccc3Cl)C2)cc1` (centres undefined)?
CHT block: inactive; CHT allo act: inactive

What do the screens show for `COc1ccccc1Nc1ccc(S(=O)(=O)N2CCCCC2)cc1[N+](=O)[O-]`?
CHT block: inactive; CHT allo act: inactive

What do the screens show for `C=CCOC(=O)C1=C[C@H](c2ccc(Br)cc2)[C@@H](CCCO)[C@H](OCC)O1`?
CHT block: inactive; CHT allo act: inactive

How did Cc1nn(C(=O)c2cccs2)c(C)c1CN1C(=O)c2ccccc2C1=O do in these assays?
CHT block: inactive; CHT allo act: inactive

Results for O=C1/C(=C/c2cccc(F)c2)Oc2cc(O)ccc21 ?
CHT block: inactive; CHT allo act: inactive

How did O=C(N/N=C1\CCCc2ccccc21)c1cccc(Br)c1 do in these assays?
CHT block: inactive; CHT allo act: inactive

What do the screens show for `O=C(CCOc1ccccc1)Nc1ccnn1C1CCN(C(=O)CCC(F)(F)F)CC1`?
CHT block: inactive; CHT allo act: inactive

How did Cc1ccc(-c2ccc(/C=N/O)o2)cc1[N+](=O)[O-] do in these assays?
CHT block: inactive; CHT allo act: inactive

What do the screens show for `CCOC(=O)c1sc(NC(=O)/C=C/c2cnn(C)c2C)c(C(=O)OC(C)C)c1C`?
CHT block: inactive; CHT allo act: inactive

Results for O=C(Nc1ccccc1N1CCCC1)c1ccc2c(c1)OCO2 ?
CHT block: inactive; CHT allo act: inactive

How did O=c1c(Cc2c(F)cccc2Cl)c(O)ccn1CC1CCCO1 (centres undefined) do in these assays?
CHT block: inactive; CHT allo act: inactive

How did CCCNC(=O)c1nn2c(C(F)(F)F)cc(-c3ccccc3)nc2c1Cl do in these assays?
CHT block: inactive; CHT allo act: inactive

How did O=C(NCc1cccc(F)c1)C1CCC(=O)N(C2CC2)C1 (centres undefined) do in these assays?
CHT block: inactive; CHT allo act: inactive

How did CC(C)c1nnc(NC(=O)CCS(=O)(=O)c2nc(-c3cccs3)cc(C(F)(F)F)n2)s1 do in these assays?
CHT block: inactive; CHT allo act: inactive

What do the screens show for `C/C(CC(=O)Nc1ccc(C)c(Cl)c1)=N\NC(=O)Cc1cnc(N)s1`?
CHT block: inactive; CHT allo act: inactive

Results for COc1cc(C=C2C(=O)c3ccccc3C2=O)ccc1O ?
CHT block: inactive; CHT allo act: inactive

What do the screens show for `NC[C@@H]1O[C@H](C23CC4CC(CC(C4)C2)C3)Cc2c1ccc(O)c2O`?
CHT block: inactive; CHT allo act: inactive

How did COc1ccccc1NC(=O)Cn1cnc2sc(C(=O)NCc3ccco3)c(C)c2c1=O do in these assays?
CHT block: inactive; CHT allo act: inactive

How did O=C(CNc1cccc(S(=O)(=O)N2CCCCC2)c1)Nc1cccc(F)c1 do in these assays?
CHT block: inactive; CHT allo act: inactive

What do the screens show for `Cc1ccc(S(=O)(=O)N2CCN(CC(=O)N/N=C/c3ccc(Br)s3)CC2)cc1`?
CHT block: inactive; CHT allo act: inactive

How did Cc1ccc(S(=O)(=O)Cc2ccc(C(=O)NCCCN3CCN(C)CC3)o2)cc1 do in these assays?
CHT block: inactive; CHT allo act: inactive

How did O=C(c1cccc(C(F)(F)F)c1)N1CCOC12CCN(c1ncc(C(F)(F)F)cc1Cl)CC2 do in these assays?
CHT block: inactive; CHT allo act: inactive

How did O=C(O)c1ccccc1-c1ccc(/C=C2\SC(=O)N(c3ccccc3)C2=O)o1 do in these assays?
CHT block: inactive; CHT allo act: inactive

Results for COc1cccc(C2CC(=O)Nc3cc4c(cc32)OCCO4)c1OC(C)C (centres undefined) ?
CHT block: inactive; CHT allo act: inactive

What do the screens show for `COc1cccc(NC(=O)CSc2nc3ccccc3c(=O)n2CCCC(=O)NCC2CCCO2)c1` (centres undefined)?
CHT block: inactive; CHT allo act: inactive

What do the screens show for `CN1CCN(c2ccccc2NC(=O)c2ccc(N3CCOCC3)c([N+](=O)[O-])c2)CC1`?
CHT block: inactive; CHT allo act: inactive

Results for COc1ccc(S(=O)(=O)N2CC3CCCN3c3ccc(C(F)(F)F)cc32)cc1 (centres undefined) ?
CHT block: inactive; CHT allo act: inactive

What do the screens show for `CC(C)CNC(=O)c1cccc(NC(=O)C(C)C)c1`?
CHT block: inactive; CHT allo act: inactive

Results for Cc1ccc(C(C)(O)CS(=O)(=O)Cc2ccccc2)cc1 (centres undefined) ?
CHT block: inactive; CHT allo act: inactive

How did O=C(COC(=O)c1ccco1)NCC1CCCO1 (centres undefined) do in these assays?
CHT block: inactive; CHT allo act: inactive

Results for O=C(NCc1ccco1)c1cnc2sccn2c1=O ?
CHT block: inactive; CHT allo act: inactive

Results for COc1ccc(COc2ncnc3ccc(Br)cc23)cc1F ?
CHT block: inactive; CHT allo act: inactive

Results for CCOC(=O)C(C)n1nc(/C=C/c2ccccc2)ccc1=O (centres undefined) ?
CHT block: inactive; CHT allo act: inactive

What do the screens show for `O=C(Nc1cccc(O)c1)c1cc(-c2ccc3c(c2)OCO3)on1`?
CHT block: inactive; CHT allo act: inactive

How did CSc1ccccc1C(=O)N(CC1CCCO1)c1c(N)n(Cc2ccccc2)c(=O)[nH]c1=O (centres undefined) do in these assays?
CHT block: inactive; CHT allo act: inactive

Results for COc1ccc(COc2cc(-c3cccc(OC)c3)nc3ccc(N)cc23)cc1 ?
CHT block: inactive; CHT allo act: inactive

How did CCC(=O)N1CCc2cc(Br)cc(S(=O)(=O)NC3CCN(Cc4ccccc4)CC3)c21 do in these assays?
CHT block: -9*; CHT allo act: inactive

What do the screens show for `CC(C)CC(COCc1cccc(C(F)(F)F)c1)N1CCN(C(=O)c2cccc(C(F)(F)F)c2)CCC1=O` (centres undefined)?
CHT block: inactive; CHT allo act: inactive

What do the screens show for `Cc1ccccc1C(=O)NNC(=O)CN1C(=O)c2ccccc2C1=O`?
CHT block: inactive; CHT allo act: inactive

What do the screens show for `N#Cc1c2n(c3c(=O)n(Cc4ccc(Cl)cc4)cnc13)CCCC2`?
CHT block: inactive; CHT allo act: inactive

How did Cc1ccc(NC(NC(=O)OCCn2c([N+](=O)[O-])cnc2C)C(Cl)(Cl)Cl)cc1 (centres undefined) do in these assays?
CHT block: inactive; CHT allo act: inactive

Results for Cc1ccc(-c2nnc(SCC(=O)N/N=C/c3cccs3)n2-c2ccc(C)cc2)cc1 ?
CHT block: inactive; CHT allo act: inactive

How did Cc1noc(C)c1C(c1ccccc1)S(=O)(=O)c1ccccc1 (centres undefined) do in these assays?
CHT block: inactive; CHT allo act: inactive

What do the screens show for `Cc1cc(/C=C2\NC(=O)NC2=O)c(C)n1-c1ccc(N2CCOCC2)cc1`?
CHT block: inactive; CHT allo act: inactive

How did CC1(C)C2CC[C@]1(C)C(=O)N(CCCCN1CCN(c3ccccn3)CC1)C2=O do in these assays?
CHT block: inactive; CHT allo act: inactive

Results for CCOC(=O)N1CCC(N(CCOC)C(=O)Nc2ccc(Cl)c(Cl)c2)CC1 ?
CHT block: inactive; CHT allo act: inactive

How did COc1ccccc1Nc1nc(N)nc(-c2oc3ccccc3c2C)n1 do in these assays?
CHT block: inactive; CHT allo act: inactive

Arranged by SMILES length (low to high): some entries from above.
How did O=C(COC(=O)c1ccco1)NCC1CCCO1 (centres undefined) do in these assays?
CHT block: inactive; CHT allo act: inactive

How did COc1ccccc1Nc1nc(N)nc(-c2oc3ccccc3c2C)n1 do in these assays?
CHT block: inactive; CHT allo act: inactive

Results for COc1ccc(COc2cc(-c3cccc(OC)c3)nc3ccc(N)cc23)cc1 ?
CHT block: inactive; CHT allo act: inactive

Results for COc1ccc(S(=O)(=O)N2CC3CCCN3c3ccc(C(F)(F)F)cc32)cc1 (centres undefined) ?
CHT block: inactive; CHT allo act: inactive

How did Cc1ccc(NC(NC(=O)OCCn2c([N+](=O)[O-])cnc2C)C(Cl)(Cl)Cl)cc1 (centres undefined) do in these assays?
CHT block: inactive; CHT allo act: inactive

What do the screens show for `CC(C)CC(COCc1cccc(C(F)(F)F)c1)N1CCN(C(=O)c2cccc(C(F)(F)F)c2)CCC1=O` (centres undefined)?
CHT block: inactive; CHT allo act: inactive

Random draw from the library; about 1.4% have a hit in one of these screens.
